High-throughput results: PubChem BioAssay, National Center for Advancing Translational Sciences (NCATS)
FUS yeast rescue: suppressors of FUS proteinopathy in yeast; S. cerevisiae FUS-expressing, growth rescue, OD600, 24 h; Potency, µM (titrated, usually from 76.6 µM), without a hit: top-dose growth rescue (activation), most hits filed as activators; hit rate 0.24% among 390,000;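 further: plate controls were DMSO vehicle for no effect and reference control for full effect; nearly all actives have a fitted effect of over 55% in size; some results filed as inactive show a strong effect at the top dose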
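Quantitative HTS measuring growth restoration of FUS-toxic yeast. Galactose-induced cells (OD 0.005) were exposed 24hr at 30C to compounds at several concentrations, then absorbance at 600 nm was recorded.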
TDP-43 yeast inh: rescues yeast growth from TDP-43 toxicity; hit rate 1.8% among 410,000; TDP-43 expressing yeast growth rescue, BacTiter-Glo, 24 h; Potency, µM (highest dose often 46.1 µM), for inactives: top-dose growth rescue (activation), hits mostly activators; AID 652104; further: % of control where 0% means no effect; nearly all actives have a fitted effect of over 50% in size
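In this qHTS, compounds that restore growth of yeast expressing TDP-43 appear as activators. Cells (OD600=0.02, galactose medium, raffinose-pregrown) are incubated with compound 24 hr at 30 deg C and growth is quantified by BacTiter-Glo.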
PTHR1 agonist: PTHR1 (human) receptor agonism; Q03431; HEK293 GP2 PTHR1 cells, GloSensor cAMP luminescence, 1 h; Potency, µM (titrated, usually from 115 µM), for inactives: at the top dose activation, actives largely listed as activators; hit rate 0.075% among 410,000; further: nearly all actives have a fitted effect of over 55% in size; some results filed as inactive show a strong effect at the top dose; inactives centre near -15; many of its hits are not listed in these tables
Target sequence (Q03431 whole entry, looked up): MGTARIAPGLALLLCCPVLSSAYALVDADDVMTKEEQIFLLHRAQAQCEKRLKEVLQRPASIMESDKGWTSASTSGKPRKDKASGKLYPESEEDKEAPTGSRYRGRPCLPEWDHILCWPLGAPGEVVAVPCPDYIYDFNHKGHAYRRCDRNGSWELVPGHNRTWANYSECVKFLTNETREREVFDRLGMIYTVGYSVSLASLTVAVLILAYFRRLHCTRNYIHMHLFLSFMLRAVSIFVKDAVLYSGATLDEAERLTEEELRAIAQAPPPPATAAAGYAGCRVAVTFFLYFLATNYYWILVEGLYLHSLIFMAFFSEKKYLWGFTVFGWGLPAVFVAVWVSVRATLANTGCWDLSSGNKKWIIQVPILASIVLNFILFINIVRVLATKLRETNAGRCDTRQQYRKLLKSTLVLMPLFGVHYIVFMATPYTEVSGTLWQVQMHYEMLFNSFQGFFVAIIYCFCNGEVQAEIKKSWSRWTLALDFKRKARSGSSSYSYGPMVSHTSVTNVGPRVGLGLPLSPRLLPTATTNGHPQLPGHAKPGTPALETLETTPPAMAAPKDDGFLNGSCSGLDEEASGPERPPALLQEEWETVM
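HEK-293-derived GP2 cells expressing PTHR1 and a GloSensor cAMP reporter, 3,000/well, plated overnight, given luciferin plus IBMX (each 0.5 mM as added) for 1 h at 37 °C, then compound for 1 h at 37 °C. Luminescence was read after 15 min at room temperature.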
An asterisk follows results filed as active; i = inactive; u = inconclusive; [ ] = dose if it differs, or a comment. The call rests on the fitted dose curve; in most records, active means well fitted curve in the direction sought with a large enough effect; inconclusive means small, poorly fitted or top-dose-only effect, or another doubt; inactive means no such curve, though single readings can be large; an effect the other way counts as inactive or inconclusive. Potency means the concentration at half of the fitted maximal effect. These rows are one share of the data (hit frequency here may not be typical).

Second line of a record – FUS yeast rescue | TDP-43 yeast inh | PTHR1 agonist
Cc1ccc(-c2cc(C(=O)N3CCN(S(=O)(=O)c4ccc(Br)s4)CC3)[nH]n2)cc1C
    2% | u | i
Cc1ccc(C)c(NC(=O)C(NS(=O)(=O)c2ccc3c(c2)CCC(=O)N3)c2ccccc2)c1 (stereo not drawn)
    5% | 6% | i
CCc1cccc(NC(=O)COc2cc(=O)n(CC)c3ccccc23)c1
    12% | 6% | -2%
COc1ccc(CNC(=O)c2ccc3c(c2)N(Cc2cc(C)ccc2C)C(=O)CS3)cc1
    3% | 16% | -9%
Cc1ccc(-n2ncc(C(=O)N3CCN(C(=O)c4ccco4)CC3)c2C2CCN(C(=O)OC(C)(C)C)CC2)cc1
    -18% | 5% | -14%
COc1ccc(N2CCN(S(=O)(=O)c3ccc4oc(=O)c5ncn(C)c5c4c3)CC2)cc1
    -8% | 1% | i
O=C(c1ccc(CSc2nc3ccncc3n2Cc2ccccc2F)cc1)N1CCCCC1
    29% | 8% | -82%[inhibitor]
Cn1c(=O)c2sccc2n2c(CCCC(=O)Nc3ccc(F)c(F)c3)nnc12
    23% | 5% | i
COC(=O)c1c(C)oc2c1cc(NS(=O)(=O)c1c(C)cc(C)cc1C)c1ccccc12
    4% | 18% | i
CCOc1ccc(C(=O)N2CC(=O)Nc3ccc(F)cc3C2c2ccc(F)cc2)cc1 (stereo not drawn)
    30% | 22% | -31%[inhibitor]
O=S(=O)(Nc1ccc(-c2ccc(N3CCCCCC3)nn2)cc1)c1cccc(C(F)(F)F)c1
    -8% | 1% | -20%
Cc1ccccc1CCNC(=O)c1ccc2c(c1)nc1n2CCCCC1
    -16% | 4% | -26%
Cc1ccc(C)c(NC(=O)c2ccc3c(c2)CCN3S(=O)(=O)c2ccccc2)c1
    2% | 23% | i
O=C1CC(c2c(Cl)cccc2Cl)c2c(ccc3ccccc23)N1 (stereo not drawn)
    -19% | 7% | -39%[inhibitor]
CCOc1cccc(C(=O)Nc2nnc(S(=O)(=O)N(C)c3ccc(C)cc3)s2)c1
    -2% | 10% | -38%[inhibitor]
CCOc1ccc(NC(=O)Cn2cc(C(=O)c3ccc(C)c(C)c3)c(=O)c3cc(OC)c(OC)cc32)cc1
    -23% | 2% | u
COc1ccc(S(=O)(=O)NC(C)(C)CO)cc1-c1nnc2c3ccccc3c(C)nn12
    -4% | 0% | -25%
O=C(Cn1cc(SCc2cccc(F)c2)c2ccccc21)N1CCCC1
    41% | 19% | -29%
Cc1ccccc1-c1nc(CS(=O)(=O)CC(=O)Nc2c(C)cccc2C)c(C)o1
    -1% | -10% | -13%
CCc1ccc2oc(-c3cc(NC(=O)c4cc(OC)c(OC)c(OC)c4)ccc3O)nc2c1
    11% | u | i
Cc1ccc(C2c3[nH]c4ccccc4c3CCN2C(=O)CCc2ccccc2)cc1 (stereo not drawn)
    30% | -6% | i
COc1cccc(CNC(=O)CCCN2C(=O)CSc3c2c(C)nn3-c2ccccc2)c1OC
    26% | 17% | -23%
CCOCCCN1C(=O)c2ccccc2CC1(C)C(=O)NC1CCCCC1 (stereo not drawn)
    -19% | 3% | -18%
COc1cccc(CN2CCCN(CC(=O)Nc3ccc4c(c3)OCCO4)S2(=O)=O)c1
    11% | 23% | 0%
Cc1ccc(C(=O)N2CCN(c3cccc(Cl)c3)CC2)cc1-n1c(C)nc2cccnc21
    36% | 4% | -27%
CCOc1ccc(C(=O)OCc2cc(=O)n3cc(C)sc3n2)cc1
    -4% | 16% | -23%
COc1ccc(C2=C(N3CCN(c4cc(Cl)ccc4C)CC3)c3ccccc3C2=O)cc1
    -14% | 15% | -13%
CN(C)c1ccc(CNC(=O)CN2C(=O)C3CCCCN3c3ccc(C(=O)N4CCCC4)cc32)cc1 (stereo not drawn)
    33% | 0%[9.22 µM] | -25%
COc1cccc(CN(C(=O)c2ccc(C(C)(C)C)cc2)C2CCS(=O)(=O)C2)c1 (stereo not drawn)
    28% | u | i
COC(=O)c1cc(NC(=O)[C@H](CCS(C)(=O)=O)N2Cc3ccccc3C2=O)cc(C(=O)OC)c1
    15% | 2% | i

2 of these compounds, reformatted:
O=C(c1ccc(CSc2nc3ccncc3n2Cc2ccccc2F)cc1)N1CCCCC1
  FUS yeast rescue: 29% | TDP-43 yeast inh: 8% | PTHR1 agonist: -82%[inhibitor]
Cn1c(=O)c2sccc2n2c(CCCC(=O)Nc3ccc(F)c(F)c3)nnc12
  FUS yeast rescue: 23% | TDP-43 yeast inh: 5% | PTHR1 agonist: i

Remaining list, next part:
Second line of a record – FUS yeast rescue | TDP-43 yeast inh | PTHR1 agonist
Cc1ccc(C)c(N2CCN(S(=O)(=O)c3ccc4[nH]c5c(c4c3)CCCC5)CC2)c1
    18% | 20% | -24%
Cc1cc(C)cc(NC(=O)Cc2noc3ccccc23)c1
    -2% | -5% | i
O=c1c(N2CCCCC2)csc2ccc(F)cc12
    9% | -7% | -7%
COc1ccc(CNC(=O)C2CCN(S(=O)(=O)c3cccc4nonc34)CC2)cc1OC
    -2% | 16% | -4%
CCOC(=O)c1c(S(=O)(=O)NCC(=O)Nc2cccc(CC)c2)c(C)n(C)c1C
    14% | 20% | i
Cc1ccc(C(=O)OCc2cc(=O)n3nc(-c4cccs4)sc3n2)cc1
    11% | 11% | 0%
Cc1ccc(Cl)cc1N1CCN(C(=O)c2ccc3c(c2)N(Cc2ccccc2F)C(=O)c2ccccc2S3(=O)=O)CC1
    1% | 4% | i
Cc1cccc(NC(=O)CN2C(=O)c3cccc4cccc2c34)c1C
    4% | 25% | -55%[inhibitor]
COCCCNC(=O)CCCn1c(SCC(=O)c2ccc(Br)cc2)nc2c(sc3ccccc32)c1=O
    -8% | 15% | i
CCN(CC)C(=O)C1=C(C)Nc2nc3ccccc3n2C1c1ccc(Br)cc1 (stereo not drawn)
    -36% | 14% | -6%
O=C(NCc1ccccc1Cl)c1ccc(CSCc2ccccc2Cl)o1
    20% | 1% | -22%
Cc1ccc(OCC(=O)NCC2(N(C)C)CCCCC2)cc1C
    -17% | 16% | i
CCC(C)NC(=O)CSc1nc2c(sc3ccccc32)c(=O)n1Cc1ccccc1Cl (stereo not drawn)
    -1% | 15% | -19%
CCc1ccc(OC(=O)c2sc3ncn(Cc4cccc(F)c4)c(=O)c3c2C)cc1
    13% | -7% | i
CCc1ccccc1NC(=O)CN1C(=O)c2cccnc2Sc2ccccc21
    -2% | 5% | -22%
COc1cc(NC(=O)NC(C)c2c(-n3cccc3)sc3c2CCN(C)C3)cc(OC)c1 (stereo not drawn)
    -5% | 0%[9.22 µM] | -9%
O=C(c1ccc2c(c1)OCO2)c1cn(Cc2ccc(F)cc2)c2ccccc2c1=O
    0% | 21% | -61%[inhibitor]
CCOc1c(Cl)cc(C(=O)N(Cc2ccc(N(C)C)cc2)Cc2ccco2)cc1Cl
    23% | -16% | -6%
Cc1ccc(Cl)cc1NC(=O)CN1C(=O)CCc2ccccc21
    -18% | 17%[9.22 µM] | -19%
Cc1nc2c(C(=O)NC(C)c3ccccc3)cnn2c(C)c1Cc1ccccc1 (stereo not drawn)
    u | 29% | -6%
Cc1nn(S(=O)(=O)c2ccc(C(C)(C)C)cc2)c(C)c1S(=O)(=O)N1CCC(C)CC1
    32% | 6% | -3%
Cc1nn(S(=O)(=O)c2ccc(Br)cc2)c(C)c1S(=O)(=O)N1CCCCCC1
    -14% | 18% | -27%
Cc1cccc(N2CCN(c3c4c(nc5nncn35)CCC4)CC2)c1C
    -15% | u | u
CCOC(=O)Cc1ccc(NC(=O)NCc2cccn2Cc2ccccc2)cc1
    3% | 2% | -12%
CCCOc1ccc(C(=O)N(Cc2ccccc2Cl)C2CCS(=O)(=O)C2)cc1 (stereo not drawn)
    11% | 17% | i
COc1ccc(CNC(=O)Cn2c(=O)c3cccn3c3cccnc32)cc1
    29% | 7% | -23%
COc1ccc(-c2cc3nccc(-c4cc(Cl)c(C)cc4O)n3n2)cc1
    9% | 0% | -24%
CN(C)CCNC(=O)C1CCN(Cc2cc3ccccc3n2Cc2ccccc2)CC1
    -15% | 14% | -35%[inhibitor]
Cc1ccc(OCC(=O)Nc2ccc3nc(SCc4ccccc4)sc3c2)cc1
    14% | -2% | 19%
CSc1ccc(-c2nc3cc(C)ccn3c2Nc2ccc(C)cc2)cc1
    -10% | -3% | i
Cc1ccc2nc(N(Cc3cccnc3)C(=O)CCc3ccccc3)sc2c1
    27% | u | i
O=C(NC1CC(=O)N(c2ccc(F)cc2)C1)c1cc2ccccc2o1 (stereo not drawn)
    11% | -4% | 20%
CCN(C(=O)c1cc2c(=O)n(CC)c3ccccc3c2s1)c1cccc(C(F)(F)F)c1
    -11% | -5% | -13%
CCOc1cc(C(=O)Nc2c(NC)c3ccccc3oc2=O)cc(OCC)c1OCC
    8% | -1% | u
CC(=O)N1CCc2cc(Br)cc(S(=O)(=O)N3CCC(C(=O)N(C)c4cc(C)ccc4C)CC3)c21
    -18% | 24% | i
COc1ccc(-c2ccc3c(N)c(C(=O)NCc4ccc(Cl)cc4)sc3n2)cc1
    -2% | u | -4%
CCN(C(=O)Cn1c(C(=O)OC)cc2oc3ccccc3c21)c1cccc(C)c1
    29% | 4% | i
COc1cccc(NS(=O)(=O)c2ccc3[nH]cc(C(=O)N4CCCC4)c(=O)c3c2)c1
    -9% | 10% | i
CCCCc1nn2c(=O)cc(COC(=O)c3cccs3)nc2s1
    -4% | 19% | -17%
CCN(CC)c1ccc(NC(=O)CN2CCN(CC(=O)Nc3ccc(Cl)cc3)CC2)cc1
    -19% | 12%[9.22 µM] | -21%
COc1ccc2c(c1)c1c(c(=O)n(-c3cccc(Cl)c3)c(=O)n1C)n2C
    -4% | 14% | i
Cc1ccc(CNC(=O)Cn2ccn(-c3ccc(F)cc3)c(=O)c2=O)cc1
    -8% | 17% | i
CC(C)c1ccc(NC(=O)C2CCN(S(=O)(=O)c3cccc4nsnc34)CC2)cc1
    -3% | -5% | -7%
COC(=O)c1ccc2c(=O)n(CCCCCC(=O)N3CCN(c4cccc(C)c4C)CC3)c(=O)[nH]c2c1
    u | 3% | i
O=C(NCCc1ccc(Cl)cc1)c1cc(-c2ccc(Cl)cc2)n[nH]1
    -2% | -7% | -13%
O=C(CSc1nc(=O)[nH]c2c1CCCC2)NCc1ccc(F)cc1
    -17% | 9% | i
CCOC(=O)c1c(S(=O)(=O)N2CCC(C(=O)Nc3ccc(F)cc3F)CC2)c(C)n(C)c1C
    10% | 3% | -8%
CS(=O)(=O)N1CCc2cc(C(=O)NCc3ccccc3)ccc21
    -11% | 14% | i
Cc1ccc(Cl)cc1N1CCN(C(=O)c2cnn(-c3ccc(Cl)cc3)c2C2CCNCC2)CC1
    13% | 8%[9.22 µM] | i
CCC(Cc1ccccc1)NC(=O)c1csc2c1CCCCC2 (stereo not drawn)
    -8% | -21% | -10%
Cn1cc(-c2cc3n(n2)CCC(=O)N3CC(=O)NCc2ccc(Cl)cc2)c2ccccc21
    24% | 17% | i
Cc1cc(C)cc(NC(=O)CSCc2cc(=O)c3ccc(C)c(C)c3[nH]2)c1
    -26% | 16% | -37%[inhibitor]
Cc1nn(-c2ccc(N3CCCCC3)nn2)c(C)c1CCC(=O)NCc1ccc(F)cc1
    11% | 1% | i
Cc1cccc(-c2nc3cc(NC(=O)COc4ccccc4F)ccc3o2)c1
    -11% | -7% | -12%
CC(C)OC(=O)c1c(NC(=O)c2cccc(C(F)(F)F)c2)sc2c1CCCC2
    -28% | 14% | i
O=C(Nc1ccc(NC(=O)c2ccc(Br)cc2)c(Cl)c1)c1ccc(Br)cc1
    -19% | 29% | i
COc1cc(NC(=O)c2nn(-c3ccc(F)cc3)c(=O)n(C)c2=O)cc(OC)c1OC
    3% | 11% | -3%
CCOC(=O)c1c(S(=O)(=O)N2CCCC(C(=O)N3CCN(c4ccccc4)CC3)C2)c(C)n(C)c1C (stereo not drawn)
    32% | 14% | i
COc1cccc(NC(=O)CSc2nc(-c3ccccc3Cl)nc3c2Cc2c(CO)cnc(C)c2O3)c1
    6% | -14% | u
CC(C)c1ccc(NC(=O)CSC2=Nc3ccccc3C3=NC(CC(=O)NCc4cccs4)C(=O)N23)cc1 (stereo not drawn)
    -9% | u | 22%
COc1cc2nc(SCc3cccc(Cl)c3)n3nc(CCn4nc(C)cc4C)nc3c2cc1OC
    -28% | 10% | -15%
